Wee1 degr inh – blocks degradation of human Wee1 kinase. P30291. HeLa Luc-Wee1K328M stability, luciferase luminescence; 100% = proteasome inhibitor MG132 effect. reporter increase, % at 5 µM. 1.2% of 220,000 active;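 active means activation above the mean of all tested compounds plus 3 SD, set per screening run, cut at about 8.8% in these data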;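 further: cells exposed to compound for 20 h before luminescence read; 0% = DMSO alone and 100% = MG132 at 30 µM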
Target sequence (P30291 whole entry K328M): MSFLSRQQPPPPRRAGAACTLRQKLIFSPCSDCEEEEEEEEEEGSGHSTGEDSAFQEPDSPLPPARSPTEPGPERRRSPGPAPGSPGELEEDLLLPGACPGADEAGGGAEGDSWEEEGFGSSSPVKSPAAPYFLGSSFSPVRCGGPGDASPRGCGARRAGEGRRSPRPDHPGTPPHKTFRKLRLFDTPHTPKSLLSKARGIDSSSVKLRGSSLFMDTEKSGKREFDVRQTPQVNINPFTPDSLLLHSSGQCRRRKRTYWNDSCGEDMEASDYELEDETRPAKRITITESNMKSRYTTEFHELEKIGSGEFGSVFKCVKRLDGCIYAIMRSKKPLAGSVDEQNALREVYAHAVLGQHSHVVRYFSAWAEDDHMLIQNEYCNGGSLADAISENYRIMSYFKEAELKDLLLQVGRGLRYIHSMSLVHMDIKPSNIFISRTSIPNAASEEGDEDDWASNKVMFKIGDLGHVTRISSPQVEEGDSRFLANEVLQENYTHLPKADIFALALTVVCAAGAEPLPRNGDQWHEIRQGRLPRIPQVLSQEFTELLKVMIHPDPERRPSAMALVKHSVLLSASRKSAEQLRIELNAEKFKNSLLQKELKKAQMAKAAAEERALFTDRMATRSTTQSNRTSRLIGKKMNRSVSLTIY
S1P4 agonist – agonists of human S1P4 receptor; O95977; S1P4-expressing cell line, agonist reporter assay; activation, % at 4.98 µM; 0.35% of 220,000 active; AID 1509; in the data active means activation above about 11%;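 further: 0% = DMSO vehicle and 100% = reference agonist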
PERK inh – inhibitors of human PERK kinase | Q9NZJ5 | CHO PERK-DD fusion, SEAP luminescence translation reporter | inhibition, % at 5.6 µM | 0.17% of 220,000 active;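 active means inhibition above the mean inhibition of all tested compounds plus 3 SD, set separately per screening campaign, cut at about 2.9% in these data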;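 further: PERK kinase domain activated by AP20187 dimerizer at 100 nM; 0% = DMSO with dimerizer and 100% = rapamycin at 8.4 µM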
S1P4 antagonist – human S1P4 receptor antagonism; S1P4-expressing cells, antagonist mode, reporter read-out; 0.26% of 220,000 active; O95977; inhibition, % at 4.98 µM; AID 1510; in the data active means inhibition above about 29%;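 further: 0% = wells stimulated with agonist and 100% = vehicle wells without agonist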
Mdm2 ligase inh – inhibitors of human Mdm2 E3 ubiquitin ligase; Q00987; cell-based MDM2 ubiquitination luciferase reporter, 2 h; 0 = plate control, 100 = twice control, blank-subtracted; signal enhancement, % at 5 µM; 0.11% of 210,000 active; AID 1230;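 active means signal enhancement of 30% or more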;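 further: luminescence tracks abundance of the self-degrading MDM2-luciferase fusion protein; higher signal means inhibition of MDM2 E3 ligase activity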
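Timing – 2 h compound exposure at 37 °C · Assay system – mammalian cells stably expressing self-ubiquitinating, self-degrading MDM2 E3–luciferase fusion · Amount – 2000 cells seeded into each well · Measure – % luminescence enhancement versus blank-corrected plate control mean · Measured by – SteadyLite luminescence, 15 min reagent step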
Ba/F3 V617F tox – reduce viability of Ba/F3 cells dependent on JAK2V617F | 1.1% of 220,000 active | Ba/F3 EpoR-JAK2V617F viability, ATP luminescence | inhibition, % at 5.6 µM;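 active means inhibition above the campaign mean plus 3 SD over all tested compounds, cut at about 24% in these data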;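 further: cytokine-independent growth of Ba/F3 cells driven by EpoR plus mutant JAK2; 0% = DMSO-treated cells and 100% = JAK inhibitor I control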
eIF4E 4G PPI – inhibitors of eIF4E and eIF4G interaction in translation initiation; P63073+Q04637; AID 782; TR-FRET eIF4E-eIF4GI(517-606) binding, 2 h; inhibition, % at 21.7 µM; 0.37% of 220,000 active;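 active means inhibition above about 30%, limit read from the data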;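 further: 0% = full FRET control wells and 100% = background wells lacking eIF4GI fragment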
NPY2 pot ag – potentiators or agonists of human neuropeptide Y receptor Y2; 0.45% of 220,000 active; cells expressing NPY-Y2, potentiator/agonist read-out; P49146; activation, % at 3.6 µM; in the data active means activation above about 27%;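 further: cells stimulated with NPY near EC25 plus isoproterenol at EC100; 0% = vehicle plus submaximal agonist and 100% = vehicle plus saturating agonist; some results beyond the cut were filed as inactive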
Target sequence (P49146 whole entry, looked up): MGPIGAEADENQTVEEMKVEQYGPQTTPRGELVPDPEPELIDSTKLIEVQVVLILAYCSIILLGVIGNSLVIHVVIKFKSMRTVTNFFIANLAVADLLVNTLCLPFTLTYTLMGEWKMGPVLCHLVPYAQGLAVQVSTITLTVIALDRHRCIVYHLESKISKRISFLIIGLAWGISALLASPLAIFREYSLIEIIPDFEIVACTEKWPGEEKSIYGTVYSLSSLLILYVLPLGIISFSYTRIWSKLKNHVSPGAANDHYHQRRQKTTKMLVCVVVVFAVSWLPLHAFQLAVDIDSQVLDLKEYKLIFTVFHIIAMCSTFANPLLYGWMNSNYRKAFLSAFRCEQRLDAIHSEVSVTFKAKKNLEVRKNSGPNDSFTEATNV
BaF3 parental – reduces parental Ba/F3 cell viability, JAK2V617F counter-screen; CellTiter-Glo ATP luminescence; inhibition, % at 5.6 µM; 1.1% of 220,000 active; AID 1486;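 active means inhibition above a per-campaign cutoff, the mean inhibition of all tested compounds plus 3 SD, cut at about 27% in these data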;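 further: 0% = DMSO wells and 100% = JAK Inhibitor I control wells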
* marks the source's active call; other numbers are inactive results; x = not tested or not shown; & = joins results of further samples; [ ] = dose if it differs, or a comment.

SMILES	Wee1 degr inh	S1P4 agonist	PERK inh	S1P4 antagonist	Mdm2 ligase inh	Ba/F3 V617F tox	eIF4E 4G PPI	NPY2 pot ag	BaF3 parental
Cc1cccc(N2CCN(C(=O)C(C)n3nc(C)n4c(cc5occc54)c3=O)CC2)c1C (centres undefined)	1	-3.1	-0.5	-11	-4	-3	11	5	-1
Cc1c(C(=O)NCCC2=CCCCC2)cccc1[N+](=O)[O-]	7	3.2	0.6	1	-16	-4	-3	5	0
Cc1ccc(S(=O)(=O)NC2(C(=O)O)CCCCC2)cc1	-2	2.1	1.0	-21	-5	2	9	-17	6
COC(=O)C1=C(C(=O)OC)C2(OC1c1ccc(Br)cc1)C(=O)c1ccccc1C2=O (centres undefined)	0	0.7	1.6	-4	1	-3	2[fluorescence artefact?]	12	1
C/C(=C1\SC(N2CCOCC2)=NC1=O)c1ccccc1	-2	0.8	0.8	-16	2	-3	1	17	0
S=c1[nH]nc(-c2ccc(Cl)cc2)n1CC1CCCO1 (centres undefined)	2	2.4	0.4	-22	-9	2	2	5	8
CC1C=Cc2ccccc2N1C(=O)c1ccccc1 (centres undefined)	0	-1.2	2.1	-6	-7	-1	-3	12	3
CCCCSCCCNC(=O)Nc1cccc(OC)c1	-2	1.3	2.1	1	-12	2	-7	-13	7
COc1ccc(OC)c(-c2nc(CN3CCCCC3c3cccnc3)c(C)o2)c1 (centres undefined)	0	0.3	-0.2	-7	2	-2	-1	14	0
CCOC(=O)C(NC(=O)Nc1ccc(F)cc1)(OCC)C(F)(F)F (centres undefined)	-1	1.1	0.7	-31	-8	-1	-8[fluorescence artefact?]	-1	1
CC1(C)NC(=O)N(CC(O)COc2ccccc2-c2ccccc2)C1=O (centres undefined)	1	0.8	-0.1	-8	-5	-1	2	9	2
Cc1cc(NC(=O)CSc2nnnn2C)n(-c2ccccc2)n1	0	-0.8	0.7	25	-13	-1	-3[fluorescence artefact?]	5	4
COc1ccc(C(=O)NC2c3ccccc3-c3ccccc32)cc1	-2	-2.5	1.5	-7	-5	-1	1	8	2
CC(Nc1nc(-c2ccccc2)nc2ccccc12)c1ccccc1 (centres undefined)	8	-1.5	-1.2	-13	-16	-2	4	-3	4
Nc1nnc(N2CCCCC2)s1	3	-1.6	1.9	1	-10	-4	4	22	0
COC(=O)c1ccc(/C=N/NC(=O)CNc2cccc(C)c2)cc1	-2	1.9	-0.1	-27	4	-1	-1	-1	2
Cc1nn(-c2ccc([N+](=O)[O-])cc2)c(N)c1-c1ccccc1	8	0.2	0.0	-20	-11	-1	0	9	-2
Nc1ccc(Sc2ccc([N+](=O)[O-])cc2)cc1	4	-0.5	0.9	13	-4	2	2	13	8
Cn1cccc1CNC(=S)Nc1cc(F)cc(F)c1	1	0.5	1.1	-2	-4	0	1	-5	2
COc1ccc(C2C(C(C)=O)=C(O)C(=O)N2CCCn2ccnc2)cc1 (centres undefined)	2	0.1	1.1	-10	3	2	-8	-5	8
CC1(c2ccc3ccccc3c2)NC(=O)N(CC(=O)Nc2cccc(S(=O)(=O)N3CCOCC3)c2)C1=O (centres undefined)	3	-0.3	-1.6	1	-4	5	2	5	6
CCCc1cc(=O)[nH]c(SCC(=O)Nc2ccc3c(c2)CCC3)n1	-1	-1.6	0.2	3	-68	4	2	0	7
C=CCNC(=S)N(CC)c1cccc2ccccc12	-1	0.1	0.3	11	5	34*	-3	-5	36*
O=C(c1cccs1)N1CCC(c2nc3c(nnn3Cc3ccccc3)c(=O)[nH]2)CC1	-2	0.0	-2.1	1	-14	4	4	-3	8
CC(C(=O)NCC1CCCO1)N(C(=O)c1snc(C(N)=O)c1N)c1ccccc1 (centres undefined)	-1	2.5	-0.5	-9	-20	-2	-16	3	0
COc1ccc2c(c1)OC(O)(C(F)(F)F)CC2=O (centres undefined)	2	2.0	0.3	-25	0	3	9	11	4
COc1ccc(N(C(=O)c2cccnc2)S(=O)(=O)c2ccc3c4c(cccc24)C(=O)N3C)cc1	0	1.4	-0.5	2	-15	-1	-3[fluorescence artefact?]	-5	2
CCCC(=O)NC(c1ccco1)c1c(O)ccc2ccccc12 (centres undefined)	-2	-2.7	0.1	-4	5	2	4	-5	0
Cc1c(C(=O)N/N=C/c2cccs2)nc2ccccn12	-1	-0.7	1.1	-14	-5	-2	1	19	6
CC(=O)Nc1cc(-c2nn3c(C)nnc3s2)ccc1C	0	-2.0	1.2	-22	-11	-2	3	-10	6
CC(C)OC(=O)CC1C(=O)NCCN1C(=S)NC(=O)c1ccccc1 (centres undefined)	5	-0.7	1.6	3	-12	-3	1	-2	1
CC12CCC(C(=O)Nc3ccncc3)(CC1O)C2(C)C (centres undefined)	0	0.9	0.7	-20	-1	-2	0	-1	-5
CC(c1ccccc1)N1C(=O)C2C3CCC(C3)C2C1=O (centres undefined)	-1	-1.5	0.8	-5	-16	-1	-4	17	7
Cc1cccc(NC(=O)CCC(=O)N/N=C/c2ccco2)c1C	0	0.5	1.4	-5	4	-3	3	10	1
Cc1cccc(-c2noc(Cc3ccccc3)n2)c1	-2	5.1	-0.5	-10	-16	5	-15	0	3
O=C(CCSc1ccccc1)Nc1nc2c(s1)CCCC2	-2	0.5	0.6	-15	-5	-4	6	-8	3
COc1cc(OC)cc(C(=O)N2CCN(Cc3ccccc3[N+](=O)[O-])CC2)c1	-3	0.1	0.3	-11	-12	-3	2	1	2
Cc1cccc(NC(=S)N2CCN(c3cc(C)ccc3C)CC2)c1	-3	0.4	0.3	6	-10	3	5	-8	8
O=C(Cc1cccc2ccccc12)Nc1ccc(-c2cc3ccccc3oc2=O)cc1	2	0.1	-0.8	-10	2	-4	-17	-6	-3
O=C1CN(CC(=O)N2CCCCC2)c2ccccc2O1	0	-1.0	0.3	5	-3	-2	6[fluorescence artefact?]	6	3

3 of the entries above in order of the S1P4 agonist value, ascending.
compound	S1P4 agonist
CC(c1ccccc1)N1C(=O)C2C3CCC(C3)C2C1=O (centres undefined)	-1.5
O=C1CN(CC(=O)N2CCCCC2)c2ccccc2O1	-1.0
Cc1cccc(NC(=S)N2CCN(c3cc(C)ccc3C)CC2)c1	0.4

Next part.
SMILES	Wee1 degr inh	S1P4 agonist	PERK inh	S1P4 antagonist	Mdm2 ligase inh	Ba/F3 V617F tox	eIF4E 4G PPI	NPY2 pot ag	BaF3 parental
CCOc1ccc(OCCSc2nc3ccccc3o2)cc1	-1	3.7	2.2	-7	5	-3	2	16	-2
c1ccc(C(c2ccccc2)c2noc(CN3CCN(C4CCCC4)CC3)n2)cc1	2	-1.1	-0.4	5	-11	3	2	4	5
CCN(CC)CCn1c(N)nc2ccccc21	-2	-2.7	0.4	3	-2	4	6	-20	3
CCCCN(C)CCCNC(=O)c1cccc(N2CCCC2=O)c1	-1	-0.2	-0.7	22	1	2	-5	3	3
Clc1ccc(Cl)c(-c2nn3c(COc4ccccc4)nnc3s2)c1	-1	-0.4	0.6	3	-19	3	34*[fluorescence artefact?]	-10	2
CCOc1ccc(NC(=O)c2ccncc2)cc1	0	2.0	0.6	-7	-1	1	x	4	3
CC1C(=O)Nc2ccccc2N1C(=O)C1CC1 (centres undefined)	3	-1.0	-0.5	-26	-17	3	6	16	8
NS(=O)(=O)c1ccc(NC(=S)Nc2ccc(OCc3ccccc3)cc2)cc1	0	-2.6	-0.5	-3	1	4	-6	-8	1
COc1cccc(NC(=O)CCP(C)(=O)O)c1	-2	2.4	-0.3	-6	-18	1	2	-1	2
CCOC(=O)N1CCN(C(=O)c2ccc(NC(C)=O)cc2)CC1	1	-0.8	1.3	-5	-9	-1	-5	2	4
C=CCc1cc(C)ccc1OCCOCCC(C(=O)OCC)C(=O)OCC	1	1.8	-0.1	3	-5	2	-6	6	5
COc1ccc(CC(=O)n2nc(-c3ccccc3)nc2NCc2ccco2)cc1	0	2.1	0.4	-18	5	-2	2	-12	6
COc1cccc(/C=C2\SC(=O)N(CCC(=O)NNC(=O)c3ccccc3Cl)C2=O)c1	-1	-0.7	-0.3	-10	x	1	1[fluorescence artefact?]	0	4
Clc1ccc(-c2ccnc(-n3cccc3)n2)s1	0	-0.9	1.7	8	-14	-3	-4	0	1
CCc1ccc(NCc2cc3c(C)nn(-c4ccccc4)c3[nH]c2=O)cc1	-2	-3.4	0.0	7	-10	-5	-8	4	-1
CC(C)Oc1ccc(S(=O)(=O)N(C(C)C)C(C)C)cn1	3	-0.2	1.1	-11	15	-2	-4	-5	-1
CC1CCN(CCc2nc3cc(NC(=O)NC4CCCCC4)ccc3n2C)CC1	0	-1.9	1.0	0	-13	7	0[fluorescence artefact?]	-4	3
CCOc1ccc(CNC2CCCc3ccccc32)cc1 (centres undefined)	-1	-0.8	1.5	-10	-37	-2	1	9	-1
CCSc1nnc(NC(=O)c2ccc(Br)s2)s1	0	0.7	1.5	-13	-9	-1	-35[fluorescence artefact?]	12	0
COC(=O)c1ccccc1NC(=O)CN1CCN(C23CC4CC(CC(C4)C2)C3)CC1	-2	-2.0	-1.9	-6	-27	0	0[fluorescence artefact?]	-39	2
CCOC(=O)C1=C(O)/C(=C/N(C)C)N=C1C	1	-1.0	1.1	-8	-14	-1	3	-2	5
COC(=O)c1ccc(-n2cnc(Cl)n2)c(F)c1	-2	-0.5	0.7	-8	-6	-4	1	-16	7
Cc1ccccc1OCC(O)CN1CCN(CC(O)COc2ccccc2C)CC1 (centres undefined)	-1	1.7	-0.2	-3	-14	2	6	23	8
Cc1nn(Cc2ccccc2Cl)c(C)c1C(=O)NCc1ccco1	1	0.5	0.5	2	-6	0	6[fluorescence artefact?]	3	3
CC1(C)NC(C)(C)C(O)(C(N)=O)C1=O (centres undefined)	2	0.5	1.0	-8	2	-2	0[fluorescence artefact?]	15	-3
Cc1nn(C)c(C)c1NC(=O)c1cnn2c(C(F)F)cc(-c3ccccc3)nc12	1	1.2	0.8	-17	-4	-2	2	4	0
C1=C(c2ccccc2)Nc2nnnn2C1c1cccs1 (centres undefined)	2	-1.8	0.7	5	6	-1	-2	1	3
CC1SCC(NC(=O)c2ccc(Cl)cc2)CS1 (centres undefined)	-3	0.2	1.3	10	-17	-3	-2	1	46*
CC1(C)S[C@@H]2[C@H](NC(=O)[C@H](N)c3ccccc3)C(=O)N2[C@H]1C(=O)O	-3&-2	1.9&0.8	0.1&1.8	-9&-7	x	-3&-3	-2&-1	-10&6	4&2
Cc1cc(=O)n2nc(-c3ccccc3)sc2c1C#N	2	0.1	-0.4	-15	-7	3	3	4	4
O=C(Cc1c(F)cccc1Cl)N1CCCC1	0	-0.2	0.1	-10	-7	-3	10	2	0
Cn1cc(CN(CCO)Cc2cccs2)c(-c2ccccc2F)n1	1	-1.5	1.8	-4	4	4	5	-3	7

Compound activity deposited in PubChem by several laboratories.
